Screening results (PubChem BioAssay)
Tau fibril FP = blocks human tau fibril formation measured by polarization | P10636 | K18 P301L tau heparin fibrillization, Alexa594 FP, 6 h | Potency, µM (series often up to 57.7 µM), without a hit: at the highest dose activity, negative = inhibition, most hits filed as inhibitors | 280,000 tested, 0.39% active | AID 1468; further: nearly all actives have a fitted effect of over 55% in size
Target sequence (P10636 561-689 P618L limits assumed): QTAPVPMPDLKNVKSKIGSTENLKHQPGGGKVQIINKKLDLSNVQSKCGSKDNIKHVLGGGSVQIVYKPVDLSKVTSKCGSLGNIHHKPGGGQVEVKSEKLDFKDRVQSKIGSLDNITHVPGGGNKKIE
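FP of Alexa 594-tau after heparin (20 uM) induction. Substrate: human K18 P301L, 15 uM unlabeled, 0.24 uM labeled. Buffer 100 mM sodium acetate pH 7. 6 hr, 37 C.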
aGal spleen mod = inhibitors or activators of human alpha-galactosidase in spleen homogenate; AID 2107; human spleen homogenate, 4MU-alpha-Gal fluorescence, 40 min; Potency, µM (doses to about 80 µM), for inactives: top-dose activity change, negative = inhibition, usual class: inhibitors; 240,000 tested, 0.008% active;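 further: 0% = enzyme with vehicle and -100% = no enzyme basal signal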
Target sequence (P06280 32-429 limits assumed): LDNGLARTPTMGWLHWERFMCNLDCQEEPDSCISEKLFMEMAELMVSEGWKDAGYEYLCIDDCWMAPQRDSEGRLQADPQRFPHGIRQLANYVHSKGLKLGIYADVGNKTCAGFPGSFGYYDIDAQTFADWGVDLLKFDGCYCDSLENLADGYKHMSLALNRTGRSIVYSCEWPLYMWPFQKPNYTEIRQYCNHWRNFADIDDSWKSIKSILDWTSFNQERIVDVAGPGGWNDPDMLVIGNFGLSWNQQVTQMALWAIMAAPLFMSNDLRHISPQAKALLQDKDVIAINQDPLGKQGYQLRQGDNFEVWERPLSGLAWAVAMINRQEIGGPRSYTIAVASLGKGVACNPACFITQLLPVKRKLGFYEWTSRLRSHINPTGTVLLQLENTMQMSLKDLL
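Fluorogenic readout (Ex 365/Em 440 nm) of 4-methylumbelliferone released from 1 mM 4-MU-alpha-galactoside by spleen homogenate, 40 min at 37C, pH 5.0. Data normalized to no-enzyme and enzyme controls; Hill-equation AC50 from compound titrations.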
TR SRC2 fluor cs = Texas Red fluorescence interference in TRb-SRC2 counter-screen | Potency, µM (titrated, usually from 106 µM), without a hit: at the highest dose fluorescence change, negative = quenching | 280,000 tested, 0.29% active | TRb/SRC2 Texas Red total fluorescence interference; active means well fitted curve in either direction with a large enough effect; inconclusive means small, poorly fitted or top-dose-only effect
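Human TRb ligand-binding domain at 0.6 uM with 20 nM Texas Red SRC2 peptide in Tris buffer containing 1 uM T3 and 5% DMSO, incubated with compound 5 h at ambient temperature. Total fluorescence (555/632 nm) calculated as parallel + 2 × perpendicular.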
Tau ThT inhib = inhibitors of human tau fibril formation, thioflavin T binding; recombinant tau K18 P301L, heparin-induced fibrillization, ThT fluorescence; 270,000 tested, 2.1% active; P10636; Potency, µM (highest dose often 57.4 µM), for inactives: at the highest dose activity, negative = inhibition, usual class: inhibitors; further: nearly all actives have a fitted effect of over 55% in size
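K18 P301L tau (15 uM + 0.24 uM Alexa 594-tagged), heparin 20 uM, NaOAc pH 7, 6 h 37 C; ThT 30 uM, 1 h RT, ex 450/em 510 nm.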
L3MBTL1 inh = L3MBTL1 (human) inhibition; Q9Y468; AlphaScreen L3MBTL1–H3K9me1 peptide binding; 230,000 tested, 0.66% active; Potency, µM (series often up to 57.1 µM), inactives show at the highest dose activity, negative = inhibition, usual class: inhibitors; further: nearly all actives have a fitted effect of over 60% in size
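L3MBTL1 50 nM + b-AHA-H3(1-15)K9me1 75 nM, 30 min RT; compound added, 30 min RT; streptavidin donor/Ni-chelate acceptor beads 10 ug/mL each final, 30 min RT dark; AlphaScreen read.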
ALDH1A1 block = ALDH1A1 (human) enzyme inhibition; Purified ALDH1A1, NADH fluorescence, propionaldehyde substrate; 220,000 tested, 7.3% active; P00352; Potency, µM (highest dose often 75.3 µM), for the others: at the highest dose activity, negative = inhibition, most hits filed as inhibitors; AID 1030; active means well fitted inhibition curve with a large enough effect, not every such curve was filed as active; inconclusive means small, poorly fitted or top-dose-only effect, or another doubt; inactive means no such curve, though single readings can be large or run the other way;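 further: plate controls were no enzyme wells and a reference inhibitor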
Tau fluor cs = counter-screen for tau fibril formation inhibitors | tau K18 P301L Alexa594 fluorescence, heparin fibrillization | 280,000 tested, 0.93% active | Potency, µM (series often up to 57.7 µM), inactives show top-dose activity change, negative = decrease | AID 1463; further: nearly all actives have a fitted effect of over 55% in size
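Human tau K18 P301L (15 uM unlabeled, 0.24 uM Alexa 594-labeled) in 100 mM sodium acetate pH 7 with 20 uM heparin, 6 hr at 37 C. ThT 30 uM added, 1 hr ambient; Alexa 594 FP and total fluorescence read at 555/632 nm.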
TRb SRC2 PPI = inhibitors of human thyroid hormone receptor beta-SRC2 interaction; P10828; TRbeta-SRC2 peptide binding, fluorescence polarization; receptor liganded with 1 µM T3; Potency, µM (series often up to 106 µM), for inactives: at the highest dose activity change, negative = inhibition, usual class: inhibitors; 280,000 tested, 0.065% active;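 further: plate controls were bound peptide for no effect and peptide without receptor for full effect; nearly all actives have a fitted effect of over 50% in size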
Target sequence (P10828 whole entry, looked up): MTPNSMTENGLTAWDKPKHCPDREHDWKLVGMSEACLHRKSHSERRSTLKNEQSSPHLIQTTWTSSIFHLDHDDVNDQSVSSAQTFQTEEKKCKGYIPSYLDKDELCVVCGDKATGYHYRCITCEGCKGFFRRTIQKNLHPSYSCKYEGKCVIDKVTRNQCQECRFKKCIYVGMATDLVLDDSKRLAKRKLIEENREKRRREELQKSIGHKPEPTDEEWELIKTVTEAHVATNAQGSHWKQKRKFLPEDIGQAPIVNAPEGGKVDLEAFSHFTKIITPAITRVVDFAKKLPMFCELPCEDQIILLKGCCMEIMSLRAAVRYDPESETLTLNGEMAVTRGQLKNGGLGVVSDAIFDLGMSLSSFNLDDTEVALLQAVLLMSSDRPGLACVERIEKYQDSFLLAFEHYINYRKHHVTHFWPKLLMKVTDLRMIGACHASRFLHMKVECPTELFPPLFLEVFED
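Human TRb LBD (0.6 uM) plus Texas Red-labeled SRC2 peptide (20 nM), 1uM T3, 5% DMSO, 5 hr at ambient temperature. Decreased polarization (555/632 nm) flags inhibition; data normalized to free and bound peptide controls.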
Active calls of the source: *; ? = inconclusive; . = no result given; & = joins results of further samples; [ ] = another dose, or the depositor's remark. Unless noted, the call rests on the fitted dose curve; in most records, active means well fitted curve in the direction sought with a large enough effect; inconclusive means small, poorly fitted or top-dose-only effect, or another doubt; inactive means no such curve, though single readings can be large; an effect the other way counts as inactive or inconclusive. Unless noted, on the % scale 0 is the no-effect control and ±100 the full control effect; potency means the concentration at half of the fitted maximal effect.

Every second line gives: Tau fibril FP | aGal spleen mod | TR SRC2 fluor cs | Tau ThT inhib | L3MBTL1 inh | ALDH1A1 block | Tau fluor cs | TRb SRC2 PPI
CC1(C)COC(c2ccc(F)c([N+](=O)[O-])c2)=N1
 : -7% | 5% | -11% | ? | 4% | 2% | -21% | 3%
CC(=O)c1cccc(NC(=O)CN(c2ccc(F)cc2)S(C)(=O)=O)c1
 : 1% | 10% | -1% | -3% | -1% | 6% | 2% | -7%
CCC12CN(C(=O)c3ccc(C)cc3)CC(CC)(CN(C(=O)c3ccc(C)cc3)C1)C2=O
 : 10% | -4% | -4% | 2% | 1% | -8% | 5% | -6%
Cc1ccc(/C=c2\sc3n(c2=O)CN(c2ccc(Br)cc2)CN=3)o1
 : -7% | 2% | 1% | ? | 1% | 14µM* | -14% | -8%
C=CCc1cccc2cc(-c3nc4ccc(C(=O)O)cc4[nH]3)c(=O)oc12
 : 6% | . | -5% | ? | . | . | 10% | -1%
CC1CC(C)CN(S(=O)(=O)c2cccc(C(=O)OCCN3CCCC3=O)c2)C1 (stereo unspecified)
 : 0% | 5% | -3% | -7% | . | 16% | -7% | -6%
CCC1CCCCN1C(=O)c1c[nH]c2ccc(S(=O)(=O)N(C)c3ccc(Cl)cc3)cc2c1=O (stereo unspecified)
 : -1% | 0% | -3% | -12% | . | ? | -23% | 0%
N#Cc1ccc(-c2cccnc2)nc1SCC(=O)Nc1sc2c(c1C#N)CCC2
 : -9% | 1% | -7% | ? | -11% | 6% | -26% | -5%
COc1ccc(C(=O)c2sc(Nc3ccccc3)nc2N)cc1
 : 8% | . | -4% | ? | -12% | . | ? | -2%
CC(C)(C)OC(=O)NCCc1nnc(SCc2ccccc2Cl)o1
 : 7% | -1% | 1% | -8% | 5% | -2% | -7% | -5%
CCN(CC(=O)NCCc1ccccc1)S(=O)(=O)c1ccc(C)cc1
 : 0% | -4% | -1% | 7% | 7% | -6% | 3% | -4%
Cc1cc(C)cc(OCC(=O)N/N=C/c2ccco2)c1
 : 0% | -7% | 0% | -15% | 0% | 2% | -10% | -1%
O=C(Nc1ccccc1N1CCCC1)c1ccco1
 : 5% | -10% | -5% | ? | -4% | ? | -4% | -4%
Cc1cc(N2CCCCC2)nc2ccc(NC(=O)/C=C/c3ccc(OCCC(C)C)cc3)cc12
 : ? | . | 0% | ? | . | . | ? | -3%
c1c2c(cc3sc(N4CCCCC4)nc13)OCO2
 : -17% | -9% | 2% | ? | -8% | 22µM* | -28% | -12%
COc1ccccc1N1CCN(C(=O)c2cc3c(-c4ccc(Cl)cc4)nn(C)c3s2)CC1
 : 6% | -8% | 1% | -16% | . | 3% | -20% | -8%
CCCCCOc1ccc(Cl)cc1CN1CCOCC1
 : 5% | 0% | -2% | -7% | . | -8% | -9% | 5%
CN(Cc1ccc(F)cc1)C(=O)c1cc(COc2ccc(F)cc2F)on1
 : 4% | -3% | 0% | -1% | 32%[activator] | -5% | -18% | -11%
O=C(CC(=O)N/N=C/c1ccc(O)cc1)N/N=C/c1ccc(O)cc1
 : 4% | -2% | -1% | -4% | 10% | . | 1% | 0%
CN(C)c1ccc(-c2cncnc2NCc2cccs2)cc1
 : -1% | -11% | -6% | -27% | . | ? | ? | -6%
CC(=O)N1N=C(c2ccncc2)OC12CCCC2
 : 3% | 1% | -1% | -2% | . | ? | 0% | 1%
COc1cc(C(=O)NCCNC(=O)C2CCCNC2=O)cc(OC)c1OC (stereo unspecified)
 : 4% | 1% | 0% | -3% | 4% | . | -7% | 3%
CC12CN3CC(c4ccccc4)(CN(C1)C3c1ccc(Cl)cc1)C2=O (stereo unspecified)
 : -2% | . | 0% | -13% | . | . | -12% | 2%
CC(Nc1nc(N2CCCC2)nc2ccccc12)c1ccccc1 (stereo unspecified)
 : ? | 18% | -2% | -8% | 2% | -8% | -4% | -4%
Nc1nonc1OCCc1ccccc1
 : 2% | -6% | -1% | -10% | 9% | -4% | -2% | -6%
C=CCn1c(SCc2nc3cc(C(=O)OC)ccc3c(=O)[nH]2)nc2sc(CC)cc2c1=O
 : 4% | 0% | -7% | 10% | -5% | 3% | 10% | -14%
CCOC(=O)c1sc(NC(=O)CSc2n[nH]c(CC)n2)nc1C
 : 0% | 6% | -1% | -8% | -5% | 0% | -10% | -5%
COc1ccc(-c2[nH]ncc2CN2CCN(C(=O)c3ccco3)CC2)cc1F
 : -8% | 0% | -3% | -1% | 2% | -16% | -7% | 2%
CC(=O)c1cc(-c2ccccc2)n(CC(=O)NC2CCCCC2)c1C
 : -2%&-5% | -2% | -1%&2% | 5%&2% | 3% | 7% | 7%&5% | 0%&-3%
Cc1cccc(C)c1Nc1nnc(SCc2nc3ccccc3s2)s1
 : 8% | -6% | 8% | ? | 0% | -18% | -13% | 1%

Ordered by count of non-hydrogen atoms (rising): 3 of the compounds above.
Every second line gives: Tau fibril FP | aGal spleen mod | TR SRC2 fluor cs | Tau ThT inhib | L3MBTL1 inh | ALDH1A1 block | Tau fluor cs | TRb SRC2 PPI
CC(=O)N1N=C(c2ccncc2)OC12CCCC2
 : 3% | 1% | -1% | -2% | . | ? | 0% | 1%
Cc1cc(C)cc(OCC(=O)N/N=C/c2ccco2)c1
 : 0% | -7% | 0% | -15% | 0% | 2% | -10% | -1%
CC(Nc1nc(N2CCCC2)nc2ccccc12)c1ccccc1 (stereo unspecified)
 : ? | 18% | -2% | -8% | 2% | -8% | -4% | -4%

(list continues)
canonical_smiles | Tau fibril FP | aGal spleen mod | TR SRC2 fluor cs | Tau ThT inhib | L3MBTL1 inh | ALDH1A1 block | Tau fluor cs | TRb SRC2 PPI
Cc1nn(CC(=O)NCc2cccc3ccccc23)c(=O)c2ccccc12 | -8% | 2% | -6% | -1% | -4% | 9% | -1% | 0%
CC1CCN(C(=O)CSc2nnc(CNc3ccc(F)cc3)n2Cc2ccco2)CC1 | 4% | -7% | -1% | -8% | . | ? | 0% | -18%
CC(C)CNC(=O)c1ccc(Cl)c(Cl)c1 | 12% | 5% | 2% | -4% | . | 11% | -2% | -8%
COc1ccc(-n2nnnc2SCC(=O)Nc2nnc(C)s2)cc1 | -1% | 0% | 1% | -12% | . | ? | -3% | -2%
COc1ccc(C(=O)/C=C/C(=O)N(Cc2ccccc2OC)C(C(=O)NC2CCCCC2)c2ccncc2)c(O)c1 (stereo unspecified) | 12% | -2% | 0% | -8% | -3% | 0% | -2% | -6%
Nc1ccc(C2CCCc3nonc32)c2nonc12 (stereo unspecified) | 5% | -2% | -1% | ? | . | -3% | -22% | 14%
CCN1C(=O)S/C(=C/c2c(OCc3ccc(C(=O)O)cc3)ccc3ccccc23)C1=O | 2% | 3% | -2% | ? | -5% | ? | 2% | 8%
O=C(CNC(=O)c1ccco1)OCC(=O)c1ccc2ccccc2c1 | 1% | -4% | -3% | 0% | 4% | ? | -3% | 2%

Next compounds.
canonical_smiles | Tau fibril FP | aGal spleen mod | TR SRC2 fluor cs | Tau ThT inhib | L3MBTL1 inh | ALDH1A1 block | Tau fluor cs | TRb SRC2 PPI
CC(=O)c1cnc(SCCN2C(=O)c3ccccc3C2=O)nc1C | -1% | -3% | -4% | -4% | 1% | 0% | -2% | 3%
CS(=O)c1nc(-c2ccc(Br)cc2)cc(-c2ccccc2)c1C#N (stereo unspecified) | ? | 15% | -5% | ? | . | 13µM* | -23% | 7%
O=C1C=C(N(CCO)Cc2ccccc2)c2ccccc2C1=O | ? | 5% | -4% | 13µM* | ? | ? | -27% | ?
O=C(Nc1cccc(F)c1)c1cccnc1N1CCOCC1 | 7% | -4% | 0% | -2% | 0% | 14% | -3% | -1%
Cc1cc(CNC(=O)Cc2c(F)cccc2Cl)nn1C | -6% | -8% | -8% | 3% | 1% | -6% | 1% | -2%
Cc1nc2nc(SCC(=O)NCCCN3CCOCC3)nn2c(C)c1Cc1ccccc1 | 5% | -12% | 0% | -4% | 15% | 10% | 0% | 3%
COc1cc2c(cc1OC)[C@@H]1Cc3cc4c(cc3[C@H](C2)N1C)OCO4 | -8% | 1% | 2% | -1% | 6% | 4% | -4% | 3%
COc1cc(NC(=O)c2ccc(C(=O)Nc3cc(OC)c(Cl)cc3OC)cc2)c(OC)cc1Cl | -6% | . | -2% | 1% | . | . | -4% | -4%

New compounds follow
canonical_smiles | Tau fibril FP | aGal spleen mod | TR SRC2 fluor cs | Tau ThT inhib | L3MBTL1 inh | ALDH1A1 block | Tau fluor cs | TRb SRC2 PPI
COc1ccccc1CC(=O)Nc1ccc([N+](=O)[O-])cc1O | -2% | 15% | 4% | ? | 0% | -3% | ? | 3%
COc1ccc(NC(=S)NCCCN2CCCC2)cc1 | 2% | 1% | 0% | -5% | -19% | 5% | -5% | -6%
O=c1c2c3nc4ccccc4nc3n(-c3ccc4c(c3)OCCO4)c2ncn1CC1CCCO1 (stereo unspecified) | -3% | 5% | -2% | ? | 2% | 4% | -28% | -5%
CC(C)(CC(=O)O)CC(=O)N1CCCN(c2nc3ccc(Cl)cc3s2)CC1 | 2% | 0% | -1% | . | . | . | 0% | 0%
CC(=O)c1ccc(OCc2ccccc2)c(C)c1O | ? | -7%[17.5 µM] | -20%[11.2 µM] | ? | 62%[activator] | 10%[13.5 µM] | ? | 6%[11.2 µM]
CCC(CC)C(=O)NC1CC(=O)N(c2ccc3c(c2)OCCO3)C1 (stereo unspecified) | 0% | . | 0% | -1% | . | . | 0% | 0%
Cn1c(=O)c2c(SCC(=O)NCC3CCCO3)nc(-c3cccc(F)c3)nc2n(C)c1=O (stereo unspecified) | 7% | . | -2% | -2% | . | . | 7% | -10%

Compound profiles, as listed above. Values in the order: Tau fibril FP | aGal spleen mod | TR SRC2 fluor cs | Tau ThT inhib | L3MBTL1 inh | ALDH1A1 block | Tau fluor cs | TRb SRC2 PPI
CCOC(=O)c1sc(NC(=O)CSc2n[nH]c(CC)n2)nc1C across the screens: 0% | 6% | -1% | -8% | -5% | 0% | -10% | -5%
Nc1nonc1OCCc1ccccc1 across the screens: 2% | -6% | -1% | -10% | 9% | -4% | -2% | -6%
